Assay outcomes: PubChem BioAssay, Sanford-Burnham Center for Chemical Genomics
A3A deaminase: human APOBEC3A DNA deaminase inhibition | recombinant A3A, FAM/TAMRA ssDNA deamination fluorescence | inhibition, % at 20 µM | actives 0.41% (n = 330,000) | AID 493011;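 active = at least 40% inhibition at 20 µM here, with at most 30% in a related deaminase screen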;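 also: plate controls were A3A with DMSO for no effect and wells lacking A3A enzyme for full effect; some results filed as inactive read as strong as hits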
Target sequence (P31941 whole entry, looked up): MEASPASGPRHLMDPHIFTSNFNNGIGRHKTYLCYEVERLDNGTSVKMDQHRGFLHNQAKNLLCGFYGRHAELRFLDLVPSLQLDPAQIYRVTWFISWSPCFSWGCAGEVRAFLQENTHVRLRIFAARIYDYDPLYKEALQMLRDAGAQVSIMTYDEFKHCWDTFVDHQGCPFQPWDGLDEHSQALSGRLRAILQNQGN
mIAP act: increases mouse intestinal alkaline phosphatase activity | muIAP, CDP-Star luminescence, 30 min; active compounds read high; 1 = vehicle-only enzyme signal, 0 = enzyme-free wells | actives 0.24% (n = 330,000) | activation factor at 10 µM | AID 2805;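 active = activation factor of at least 2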; also: the source names both 10 and 20 µM as test concentration; values of inactives mirror those of a sister screen read the other way
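Assay system: mouse IAP enzyme / Compound: DMSO-dissolved test compounds / Timing: 30 min, room temperature / Measured by: luminescence from enzymatic CDP-Star hydrolysis / Control set: DMSO-only wells, enzyme-free buffer wells as negative control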
TIM10 inh: TIM10 yeast growth inhibition; S. cerevisiae TIM10 strain growth, BacTiter-Glo luminescence, 24 h; inhibition, % at 10 µM; actives 1.4% (n = 330,000); AID 463195;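 active = inhibition of 40% or more at the single tested concentration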;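 also: wild-type TIM10 isogenic control strain grown at permissive 25 °C; 0% = DMSO yeast wells and 100% = minimal medium wells without yeast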
A3G deaminase: blocks human APOBEC3G single-stranded DNA deamination; recombinant A3G, ssDNA deamination FAM/TAMRA fluorescence; inhibition, % at 20 µM; actives 0.28% (n = 330,000); AID 493012;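 active = inhibition of at least 40% at 20 µM, with no more than 30% in the related APOBEC3A deaminase screen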;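 also: plate controls were DMSO wells with A3G for no effect and wells lacking A3G enzyme for full effect; some compounds called inactive have numbers as strong as hits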
Target sequence (Q9HC16 whole entry, looked up): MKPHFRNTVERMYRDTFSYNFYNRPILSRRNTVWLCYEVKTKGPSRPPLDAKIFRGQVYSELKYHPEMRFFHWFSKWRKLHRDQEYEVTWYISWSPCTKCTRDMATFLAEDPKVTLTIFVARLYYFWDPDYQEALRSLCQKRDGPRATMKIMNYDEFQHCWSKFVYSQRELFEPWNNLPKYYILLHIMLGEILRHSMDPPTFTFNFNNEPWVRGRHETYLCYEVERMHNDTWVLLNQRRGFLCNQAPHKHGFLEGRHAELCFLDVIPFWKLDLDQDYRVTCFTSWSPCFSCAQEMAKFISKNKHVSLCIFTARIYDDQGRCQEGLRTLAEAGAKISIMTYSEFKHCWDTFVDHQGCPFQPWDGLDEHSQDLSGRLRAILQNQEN
mIAP block: mouse IAP inhibition; AID 2806; inhibition, % at 10 µM; actives 0.2% (n = 330,000); purified mouse IAP, CDP-Star luminescence, 30 min;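 active = inhibition of at least 40% at 10 µM in the primary screen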;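 also: plate controls were DMSO with enzyme for no effect and no enzyme wells for full effect; values of inactives mirror those of a sister screen read the other way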
tim10-1 inh: tim10-1 yeast growth inhibition; S. cerevisiae tim10-1 ts strain growth, BacTiter-Glo, 24 h; inhibition, % at 20 µM; actives 2.2% (n = 330,000);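 active = inhibition of at least 40%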;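 also: mutant grown at 25 °C; 0% = DMSO wells with yeast and 100% = wells holding no yeast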
hIAP inh: blocks human intestinal alkaline phosphatase. AID 2544. purified IAP, CDP-Star luminescence, 30 min. inhibition, % at 10 µM. P09923. actives 0.12% (n = 330,000);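 active = inhibition reaching a set limit with compound at 10 µM in the primary screen, cut at about 35% in these data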;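 also: plate controls were DMSO wells with enzyme for no effect and no-enzyme buffer wells for full effect; values of inactives mirror those of a sister screen read the other way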
Target sequence (P09923 whole entry, looked up): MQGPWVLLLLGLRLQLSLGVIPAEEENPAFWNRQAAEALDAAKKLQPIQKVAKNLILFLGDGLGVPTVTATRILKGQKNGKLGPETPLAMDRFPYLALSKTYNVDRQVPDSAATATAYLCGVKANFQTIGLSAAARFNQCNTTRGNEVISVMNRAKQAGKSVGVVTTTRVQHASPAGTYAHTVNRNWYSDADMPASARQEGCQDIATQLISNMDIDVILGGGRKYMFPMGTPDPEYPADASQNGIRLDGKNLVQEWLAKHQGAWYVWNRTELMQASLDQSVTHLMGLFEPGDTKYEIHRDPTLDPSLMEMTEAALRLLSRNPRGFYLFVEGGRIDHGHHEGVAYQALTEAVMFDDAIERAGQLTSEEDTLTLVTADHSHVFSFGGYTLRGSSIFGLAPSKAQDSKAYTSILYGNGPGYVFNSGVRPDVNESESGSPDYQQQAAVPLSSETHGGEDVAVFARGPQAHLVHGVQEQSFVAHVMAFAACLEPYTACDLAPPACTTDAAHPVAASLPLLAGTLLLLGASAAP
NALP3 yeast inh: NALP3 inhibition in yeast. inhibition, % at 10 µM. AID 2825. actives 0.39% (n = 330,000). Yeast reconstituted NLRP3/ASC/caspase-1, beta-gal luminescence, 24 h;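 active = inhibition of 50% or more; inactive = inhibition below 50%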;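 also: plate controls were induced DMSO wells for no effect and uninduced yeast grown without galactose for full effect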
beta cell repl: inducers of beta-cell replication in MIN6 cells | MIN6 cells proliferation, ATPlite luminescence, 48 h; cells starved in 0.2% serum; 100% = growth in 10% serum | proliferation, % at 10 µM | actives 0.29% (n = 330,000) | AID 2380;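 active = compounds whose signal lies at least 3.5 SD above the mean of all wells on their plate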;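 also: 0% = DMSO-treated cells in low-serum medium and 100% = 10% serum control; some compounds called inactive have numbers as strong as hits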
Active calls of the source: *. Rows are unselected. About 4.6% of those tested had a hit in this group.

SMILES	A3A deaminase	mIAP act	TIM10 inh	A3G deaminase	mIAP block	tim10-1 inh	hIAP inh	NALP3 yeast inh	beta cell repl
Cc1n(N)c2ccccc2[n+]1CC(=O)c1ccccc1	-2	0.97	3	-8	3	-3	4	16	0
CS(=O)(=O)c1ccc(C(=O)Nc2ccc(-c3nc4ccccc4[nH]3)cc2)cc1	-6	1.1	-5	-7	-6	-23	12	9	1
CCCC1=NN2C(=N)/C(=C\c3ccc(OCCOc4ccc(NC(C)=O)cc4)c(OC)c3)C(=O)N=C2S1	1	1	-16	4	0	-27	9	-7	-3
COc1ccccc1CCC(=O)N(C)CC(=O)Nc1ccc(Cl)c(C(F)(F)F)c1	5	1.2	-2	-5	-16	29	-34	15	-5
COc1ccc(Br)cc1CN(C)CC(=O)Nc1cc([N+](=O)[O-])ccc1OC	3	0.92	6	-3	8	0	19	11	-5
CC(=O)NC(c1ccc(F)cc1)c1cccnc1 (stereo not drawn)	-4	1	1	-4	-3	5	-15	37	2
COc1ccc(C2CC(c3ccc(C)cc3)Nc3ncnn32)cc1 (stereo not drawn)	-7	1	8	-6	0	31	-6	9	-1
CCSc1nnc(-c2ccc(Cl)cc2)c2ccccc12	-5	0.85	12	-6	15	10	8	6	6
C#CCOCCOCCOCCNc1nc(N2CCN(C(=O)CCCCCCCCCCNC(=O)[C@H]([C@@H](C)CC)n3cc(CCCCN=C(N)N)nn3)CC2)nc(N2CCN(C(=O)CCCCCCCCCCNC(=O)[C@H](CCCCN)n3cc(C)nn3)CC2)n1	-3	2.8*	12	4	-178	36	-8	17	-8
CCCCOCC(O)Cn1c(C)nc2ccccc21 (stereo not drawn)	-5	1	14	-6	-2	19	15	-17	2
COCCn1c(C(C)C)nc2sc3ccccc3c(=O)c2c1=O	3	0.99	-8	-1	1	26	12	19	-2
Cc1cc(C)c(NC(=O)CN(C)C(C)C(=O)N2CCc3ccccc32)c(C)c1 (stereo not drawn)	-4	1	12	-5	-2	26	6	15	4
COc1ccc(CCNc2nc(C)cc(C)c2C#N)cc1OC	2	1	-5	2	0	27	-32	16	-2
CCOc1ccc(-n2c(C)nc3cc(C(=O)NCc4ccco4)ccc32)cc1	-2	1.2	5	-3	-19	34	-9	23	1
CC(=O)c1cccc(NC(=O)COC(=O)c2ccccc2C)c1	2	1	11	4	0	14	-6	1	-1
C=CCC(O)(CC=C)CNC(=O)C1CCC(=O)N(CCCc2ccccc2)C1 (stereo not drawn)	-1	0.96	-8	-13	4	12	-11	12	-3
CC(OC(=O)c1nsc(Cl)c1Cl)C(=O)NCCc1ccccc1 (stereo not drawn)	-2	0.91	3	-5	9	13	8	35	0
CC1=NN(c2ccccc2)C(=O)/C1=C/C=C/C=C/N(C)C	4	0.71	23	-1	29	17	29	35	-2
COc1ccc2[nH]cc(CCNC(=O)c3ccco3)c2c1	1	1	5	-4	-1	-2	5	8	-1
CN(C)c1ccc(N=Nc2ccccc2C(=O)OCC(=O)N2CCCC2)cc1	-3	0.79	13	-1	21	21	14	18	-5
O=c1cc(-c2ccc(C3CCCCC3)cc2)[nH][nH]1	-2	0.93	29	9	7	59*	-11	16	-5
O=C1CCc2cc(S(=O)(=O)N3CCN(c4ccccc4)CC3)cc3c2N1CCC3	-1	1	0	-8	0	-9	4	26	1
COc1ccc(OC)c(Nc2cc(C)nc3ccc(C)cc23)c1	2	0.96	5	-7	4	3	-11	14	1
COc1c(C)cc(C(=O)C2CCCN(C(=O)c3cc4nc(C)cc(C)n4n3)C2)cc1C (stereo not drawn)	0	1.1	11	-3	-8	19	-7	11	1
Cc1ccc([N+](=O)[O-])cc1NC(=O)CN(C(=O)c1ccccc1Cl)C1CCCCC1	-3	0.88	20	-3	12	40*	17	7	0
Cc1ccccc1Cn1c(=O)n(CCCC(=O)NCc2ccco2)c(=O)c2sccc21	1	0.97	14	-4	3	18	1	9	2
COc1ccccc1-n1cnc2cc(NCc3ccccn3)ccc21	-5	1	23	-7	-1	-10	-2	14	-5
CCN(C[C@H]1N[C@@](C)(C(=O)OC)[C@H]2C(=O)N(Cc3ccccc3)C(=O)[C@@H]12)C(=O)Nc1ccc(F)cc1	-4	0.98	9	-5	2	-12	-4	10	-1
CCn1ccc(C(=O)NC2CCCC2)n1	-2	0.99	0	-6	1	-2	10	17	3
CCn1nc(C)c(/C=N/NC(=S)Nc2ccc(Cl)cc2Cl)c1C	-1	0.83	42*	-5	17	39	2	13	0
N#C/C(=C\c1c(N2CCN(c3ccccc3)CC2)nc2ccccn2c1=O)S(=O)(=O)c1ccccc1	1	0.96	7	0	4	9	11	10	2
CCOCCn1[nH]c2ccccc2c1=O	-5	0.99	3	-9	1	-9	-1	10	-1
CCOC(=O)c1c(C)[nH]c(C(=O)CSc2nnc(-c3cccs3)n2Cc2ccccc2)c1C	0	0.89	20	-9	11	20	-4	15	-4
COc1ccc2[nH]c(=O)c(CN(C(=O)c3cccnc3)c3ccc(C)cc3)cc2c1	4	0.97	-12	0	3	4	3	-10	1
CN1C(C(=O)Nc2cccc(O)c2)=CC(c2ccco2)=NS1(=O)=O	3	1	-7	-4	0	-12	2	12	-1
COC(=O)CN(c1cccc(F)c1)S(C)(=O)=O	-2	1.1	-7	2	-10	11	-20	-4	-2
CC(C)C(=O)NC(=S)Nc1ccccc1F	-4	1	14	-4	0	14	9	9	-1
O=C(COC(=O)CCCC1=NS(=O)(=O)c2ccccc2N1)Nc1ccc(Br)cc1	-1	1	-4	0	-1	-1	-2	11	2
O=C(Cn1c(=O)c2c(ncn2C2CCCC2)n(Cc2ccccc2)c1=O)N1CCc2ccccc21	5	1.1	12	4	-8	21	-3	2	-3
Cc1cccc(NC(=O)CCN2C(=O)c3ccccc3S2(=O)=O)c1C	-3	1	-15	-9	-4	-23	0	4	0
Cc1nc2ncccn2c1-c1csc(Nc2ccc(S(N)(=O)=O)cc2)n1	-4	0.93	-5	-5	7	-5	-1	7	-3
C/C(CCc1ccc2c(c1)OCO2)=N\NC(=O)c1ccc(C)cc1C	0	0.97	1	-3	3	-2	5	5	0
COc1ccc(-c2[nH]ncc2CN(C)C(C)c2ccon2)c(OC)c1 (stereo not drawn)	-11	0.99	-9	2	1	16	4	2	-4
COc1cccc(N2CC(C(=O)NNC(=O)c3ccc(Cl)cc3)CC2=O)c1 (stereo not drawn)	-2	0.99	-11	-5	1	-21	-35	8	0
COc1ccc(C(=O)N2CCN(C)C(C)C2)cc1OC1CCN(C(C)=O)CC1 (stereo not drawn)	-1	0.99	-3	-5	1	-3	-13	23	-1
COc1ccc(CNC(=S)Nc2ccccc2-c2ccccc2)cc1	-3	1.3	48*	-13	-26	24	-3	10	-6
CN1C(=O)C(CC(=O)N2CCN(C(c3ccccc3)c3ccccc3)CC2)N(C)C1=O (stereo not drawn)	2	0.93	12	1	7	13	9	-12	-1
Cc1cc(S(=O)(=O)NC2CCCC2)ccc1F	-3	1.1	16	-5	-8	9	-14	2	0
COCC(=O)N(Cc1cc2cc(OC)ccc2[nH]c1=O)c1ccc(C)cc1	0	1	4	-7	-2	10	-10	-2	-3
COC(=O)c1ccc(NC(=O)C2CC(=O)N(c3ccc(C)cc3)C2)cc1 (stereo not drawn)	0	1	13	0	-4	20	0	4	-2
Cc1ccccc1Cn1c(=O)n(-c2ccccc2)c(=O)c2ccc(C(=O)NCc3ccco3)cc21	-5	0.95	-3	-7	4	8	12	-4	3
CCOC(=O)c1c(C)c(-c2ccccc2)n(CC(=O)N2CCN(C)CC2)c1C	-4	1	6	-2	-5	14	5	20	2
Cc1cc(S(=O)(=O)N(Cc2ccccn2)Cc2ccco2)ccc1-n1cnnn1	2	0.87	-4	50*	13	-10	-14	7	2
CCCn1c(SCC(=O)Nc2ccccc2OC)nnc1-c1ccco1	-1	1	-14	-5	-2	5	-19	4	-2
COC(=O)Cc1c(O)ccn(Cc2cccc(C(F)(F)F)c2)c1=O	1	0.97	11	-6	3	1	-9	14	-1
O=C(NNC1=C(C(=O)C(F)(F)F)CCC1)c1ccccc1Cl	0	0.84	14	-3	16	15	-29	13	-1
Cc1cc(C)cc(N(CC(=O)NCc2ccccc2)C(=O)CCC(=O)Nc2ccccn2)c1	-2	1	-14	-6	-4	-1	3	3	0
CC(C)(CNS(=O)(=O)c1ccc2c(c1)OCCO2)N1CCOCC1	-3	1	7	-7	-2	-12	-4	0	-1
O=C(c1cccc(S(=O)(=O)N2CCCC2)c1)N1CCN(c2ccccc2F)CC1	-4	1	-22	-6	0	17	-2	13	-1
CCC(C)c1ccccc1N1CC(C(=O)Nc2ccc(C)c(S(=O)(=O)N3CCOCC3)c2)CC1=O (stereo not drawn)	3	1	17	-11	-2	14	0	13	-1

Reformatted in markdown: part of the list above
| molecule | A3A deaminase | mIAP act | TIM10 inh | A3G deaminase | mIAP block | tim10-1 inh | hIAP inh | NALP3 yeast inh | beta cell repl |
| --- | --- | --- | --- | --- | --- | --- | --- | --- | --- |
| O=C(Cn1c(=O)c2c(ncn2C2CCCC2)n(Cc2ccccc2)c1=O)N1CCc2ccccc21 | 5 | 1.1 | 12 | 4 | -8 | 21 | -3 | 2 | -3 |
| Cc1nc2ncccn2c1-c1csc(Nc2ccc(S(N)(=O)=O)cc2)n1 | -4 | 0.93 | -5 | -5 | 7 | -5 | -1 | 7 | -3 |
| CC(OC(=O)c1nsc(Cl)c1Cl)C(=O)NCCc1ccccc1 (stereo not drawn) | -2 | 0.91 | 3 | -5 | 9 | 13 | 8 | 35 | 0 |
| Cc1cc(S(=O)(=O)N(Cc2ccccn2)Cc2ccco2)ccc1-n1cnnn1 | 2 | 0.87 | -4 | 50* | 13 | -10 | -14 | 7 | 2 |

The list continues:
SMILES	A3A deaminase	mIAP act	TIM10 inh	A3G deaminase	mIAP block	tim10-1 inh	hIAP inh	NALP3 yeast inh	beta cell repl
C/C(N)=C(/C#N)C(=O)CSc1nnnn1-c1ccc(C)cc1	8	1	15	1	0	19	5	7	3
CCOc1ccc(N(CC(=O)NCC2CCCO2)C(=O)CCC(=O)Nc2ccccn2)cc1 (stereo not drawn)	-3	0.98	-2	-5	2	7	-7	6	2
CC(=O)Nc1ccc(C(=O)Nc2cc(C(F)(F)F)ccc2-n2cnc3ccccc32)cc1	-1	0.92	11	-2	8	23	15	0	0
CC1=C(C)CC(C(=O)Nc2ccc3c(c2)OCO3)C(C(=O)O)C1 (stereo not drawn)	-1	0.98	2	-1	2	11	-2	-3	1
COc1ccc(/C=N/NC(=O)c2ccccc2O)cc1CN1CCOCC1	-2	1.1	-6	0	-11	1	-33	2	0
CCOC(=O)c1c(C)[nH]c(C(=O)OCC(=O)NC2(C#N)CCCCC2)c1C	-1	1.1	-6	-11	-11	2	-5	15	4
COc1ccc(C(=O)c2cccc(C(=O)c3ccc(OC)c(C)c3)c2)cc1C	-1	0.87	-8	-5	13	-18	9	31	-4
Brc1ccc2c(c1)OCCOCCOc1cc(Br)ccc1OCCOCCOCCO2	2	1	35	1	-1	57*	12	36	-4
O=C(CSc1nc2ccccc2s1)NNC(=S)Nc1ccc(Br)cc1	-1	0.79	23	0	21	38	-96	34	1
COc1ccccc1NS(=O)(=O)c1cc(C(=O)NCCN2CCOCC2)ccc1Cl	3	1	-7	9	-5	-5	-16	31	-1
CCOc1ccc(N2CC(C(=O)Nc3cc(OCC)c(N4CCOCC4)cc3OCC)CC2=O)cc1 (stereo not drawn)	19	0.98	4	0	2	-7	0	-3	-2
COc1cc(C(=O)NCCCC2CCCC2)ccc1OC1CCN(C(C)=O)CC1	-4	1.1	6	-1	-6	16	-4	16	3
Cc1ccc(-c2csc(Cc3nc(-c4cc5ccccc5oc4=O)cs3)n2)cc1	-1	0.89	-1	-3	11	21	-12	30	-4
